High-throughput results (PubChem)
PriA SSB inh: K. pneumoniae PriA-SSBct interaction inhibition. AlphaScreen SSBct-PriA binding, biotinylated peptide. inhibition, % at 33 µM. hit rate 0.6% among 430,000; in the data active = inhibition mostly above about 37%, no sharp cut-off; inactive = mostly below about 20%;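 also: plate controls were negative control peptide for no effect and reference peptide for full effect; strong numbers were not always called active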
MazEF act: MazEF (E. coli) toxin RNase activation. P0AE70. FAM/BHQ RNA-DNA oligo cleavage fluorescence, 5 h. activation, % at 20 µM. hit rate 0.32% among 350,000; in the data active = activation above about 50%
Target sequence (P0AE70 whole entry, looked up): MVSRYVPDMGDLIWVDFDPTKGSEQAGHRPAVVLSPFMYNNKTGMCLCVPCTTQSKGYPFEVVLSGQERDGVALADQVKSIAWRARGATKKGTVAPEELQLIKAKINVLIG
SARS 3CLpro inh: SARS-CoV 3CLpro protease inhibition; P0C6X7; AID 1706; inhibition, % at 6 µM; recombinant SARS-CoV 3CLpro, quenched FRET peptide cleavage; hit rate 0.14% among 290,000; in the data active = inhibition above about 12%
FBA Mtb inh: inhibits M. tuberculosis FBA enzyme; P9WQA3; purified M. tuberculosis FBA, fluorescence read-out; inhibition, % at 1 µM; hit rate 2.3% among 360,000; AID 588726; in the data active = inhibition above about 27%;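 also: 0% = vehicle and 100% = reference inhibitor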
Target sequence (P9WQA3 whole entry, looked up): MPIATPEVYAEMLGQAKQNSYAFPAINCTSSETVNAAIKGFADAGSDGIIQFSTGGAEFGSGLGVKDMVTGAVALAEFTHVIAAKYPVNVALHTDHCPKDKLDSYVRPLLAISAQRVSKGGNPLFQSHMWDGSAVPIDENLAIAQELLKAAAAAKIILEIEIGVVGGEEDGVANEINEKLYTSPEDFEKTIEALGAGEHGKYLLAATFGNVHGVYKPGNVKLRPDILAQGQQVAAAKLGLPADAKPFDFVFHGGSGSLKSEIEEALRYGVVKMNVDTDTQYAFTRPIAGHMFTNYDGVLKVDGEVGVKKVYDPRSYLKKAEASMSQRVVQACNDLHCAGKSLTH
VHR inh abs: inhibitors of human VHR1 phosphatase (DUSP3); P51452; recombinant VHR phosphatase, pNPP absorbance; inhibition, % at 13.3 µM; hit rate 0.52% among 290,000; AID 1654; in the data active = inhibition above about 50%; also: some compounds called inactive have numbers as strong as hits
GDH-TPI counter: inhibits GDH-TPI coupling enzymes, artifact for Mtb FBA screen | GDH-TPI coupled enzyme counterscreen, NADH absorbance | inhibition, % at 4.8 µM | hit rate 1.2% among 360,000 | AID 588335; in the data active = inhibition above about 30%;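 also: 0% = DMSO wells and 100% = wells lacking the enzyme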
UGM FP inh: blocks M. tuberculosis UGM enzyme | P9WIQ1 | purified UGM, fluorescence polarization probe displacement | inhibition, % at 10 µM | hit rate 0.06% among 320,000; in the data active = inhibition above about 10%, passing the limit was not always enough
Rv3671c inh: inhibitors of M. tuberculosis serine protease Rv3671c; P9WHR9; hit rate 0.048% among 320,000; AID 2606; inhibition, % at 5.96 µM; in the data active = inhibition above about 38%;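 also: extracellular domain of Rv3671c used as enzyme; 0% = enzyme with DMSO and 100% = no enzyme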
Target sequence (P9WHR9 whole entry, looked up, the tested form may be a part): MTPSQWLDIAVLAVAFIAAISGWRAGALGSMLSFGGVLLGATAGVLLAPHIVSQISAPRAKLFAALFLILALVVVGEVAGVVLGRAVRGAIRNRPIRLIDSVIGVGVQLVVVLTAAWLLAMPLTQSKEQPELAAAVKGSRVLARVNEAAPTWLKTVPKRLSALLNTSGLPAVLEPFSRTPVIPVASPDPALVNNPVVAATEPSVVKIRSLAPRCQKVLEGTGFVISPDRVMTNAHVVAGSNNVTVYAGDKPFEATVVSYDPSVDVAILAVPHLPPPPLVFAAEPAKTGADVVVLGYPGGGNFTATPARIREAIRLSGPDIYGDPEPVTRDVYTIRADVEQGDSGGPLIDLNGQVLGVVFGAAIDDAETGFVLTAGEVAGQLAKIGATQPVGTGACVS
Vc quorum ag: inducers of Vibrio cholerae quorum light production without autoinducers | V. cholerae BH1578 lux reporter, luminescence, 6 h | activation, % at 18.7 µM | hit rate 0.16% among 350,000; in the data active = activation mostly above about 9.7%, no sharp cut-off; also: not every result past the cut was called active; inactives centre near 0; reference of the scale not given here
Mtb BioA inh: inhibitors of Mycobacterium tuberculosis BioA enzyme; purified M. tuberculosis BioA enzyme, plate reader; inhibition, % at 9.99 µM; hit rate 0.096% among 360,000; AID 602481; in the data active = inhibition above about 40%
Active calls of the source: *; i = inactive; · = no result given; & = joins results of further samples.

Every second line gives: PriA SSB inh	MazEF act	SARS 3CLpro inh	FBA Mtb inh	VHR inh abs	GDH-TPI counter	UGM FP inh	Rv3671c inh	Vc quorum ag	Mtb BioA inh
> O=C(N/N=C/c1oc(O)c2ccccc12)c1ccccc1O
  ·	10.8	-3.3	1.2	9.3	12.9	-3.6	0.9	-0.3	0.1
> Cc1ccc(N/N=C2\COC(C)(C)CC2=O)cc1
  ·	-5.0	-0.9	-0.4	-3.9	3.6	-0.3	-5.8	-0.4	·
> COc1ccc(CNC(=O)CN(C)Cc2ccc(SC)cc2)cc1
  -8.1	-1.6	5.6	-0.6	10.2	-1.1	1.4	4.1	-0.5	0.1
> CCCOc1ccc(N)cc1N
  51.8*	5.4	1.8	-0.8	32.3	6.7	5.8	-43.2	i	-0.6
> Cc1ccccc1NC(=O)Cc1nc(COC(=O)c2ncc(Cl)c(Cl)c2Cl)cs1
  0.6	-1.9	·	0.1	·	3.6	·	·	-0.9	-0.2
> CCOC(=O)C1=C(O)C(=O)N(Cc2ccccc2)C1
  -8.1	5.5	-4.2	-0.1	22.2	8.3	0.5	-6.7	-0.7	-1.3
> Cc1nnc(NC(=O)Cc2ccc(OCc3c(C)noc3C)cc2)s1
  -7.5	-6.4	-3.3	0.8	11.9	8.3	0.5	6.5	i	-2.8
> Cc1ccccc1CNC(=O)c1ccccc1
  -9.0	3.5	0.6	-1.5	-12.0	-4.8	0.2	-2.4	i	-0.2
> CCOP(=O)(OCC)C(NC(=O)CN1C(=O)c2ccccc2S1(=O)=O)C(Cl)(Cl)Cl (configuration not stated)
  4.8	4.3	-1.2	3.3	-17.2	11.4	0.8	-14.8	i	·
> CCn1c(SCc2c(Cl)cccc2Cl)nnc1-c1nn(-c2ccccc2)ccc1=O
  -3.3	-2.6	2.5	6.5	31.1	11.2	1.4	-1.8	-1.3	3.5
> Cc1nnc2n1N=C(c1ccccc1)CS2
  -7.8	-0.7	-8.2	4.3	6.9	0.9	0.1	-2.0	i	-0.9
> O=C(C1CCCCC1)N1CCN(C(=O)C2CCCCC2)CC1
  -2.5	-10.4	1.7	2.7	23.5	7.5	1.9	-1.1	-1.4	1.6
> Cc1cc(OC(=O)c2cccc(C(F)(F)F)c2)c([N+](=O)[O-])c(=O)[nH]1
  0.9&1.0	11.7	3.7	-0.3	17.3	-0.5	0.4	-12.6	0.0	0.5
> COc1cccc(C2=CC(=O)C[C@H](c3ccc4c(c3)OCO4)C2)c1OC
  -4.6	-8.1	·	-2.2	·	7.6	4.1	3.7	3.4	0.8
> CC(C)(C)C(=O)Cn1ncc(N2CCCC2)c(Br)c1=O
  -13.9	4.3	2.6	-3.2	-12.1	9.0	2.3	-0.7	-1.4	1.7
> CC(/C=N/NC(=O)c1cc(-c2cccs2)[nH]n1)=C\c1ccccc1
  ·	-0.1	6.3	-6.2	25.5	7.7	-2.3	-49.1	i	0.8
> Cc1ccn2c(=O)nc(SCC(=O)N3CCCCCC3)nc2c1
  -3.3	3.7	·	1.5	·	-7.4	-5.5	7.0	-0.3	0.5
> O=[N+]([O-])c1cc(C(F)(F)F)c(Cl)cc1N1CCN(CCO)CC1
  0.9	6.9	-3.4	-1.1	4.7	6.5	1.0	2.5	-0.2	·
> CC(=O)Nc1ccc(-c2nn[nH]n2)cc1
  -4.3	6.4	-3.9	-4.5	18.8	-16.8	2.1	6.8	-0.5	-0.4
> COc1ccc2c(c1)[nH]c1c(C)nccc12
  -5.4	7.1	·	150.5*	·	7.2	-3.3	9.4	-3.8	2.8
> Cc1cc(C)cc(NC(=O)C(OC(=O)c2ccc(NC(=O)CC#N)cc2)c2ccccc2)c1 (configuration not stated)
  -3.7	-18.6	·	-2.3	·	6.5	-0.4	-74.2	-7.1	·
> CCOc1cc(NC(=O)c2ccccc2C(=O)O)c(OCC)cc1NC(=O)c1ccccc1F
  28.0	4.2	-2.6	-4.1	-6.4	6.4	-6.0	-14.2	i	-0.6
> O=C(c1ccc(S(=O)(=O)Nc2cccc(C(F)(F)F)c2)cc1)N1CCOCC1
  -21.8	0.3	3.0	-0.5	-18.6	-1.0	2.0	3.7	i	-2.2
> O=C(NCc1cn2ccccc2n1)c1ccccc1
  -9.1	0.9	6.7	5.9	3.4	6.7	1.9	-5.9	i	0.0
> Cc1c(NC(=O)CSc2ccccc2F)c(=O)n(-c2ccccc2)n1C
  1.1	9.0	-1.9	2.5	21.8	-4.3	-0.4	2.6	0.1	-0.1
> O=C(CCN1CCOCC1)NNC(=O)Nc1cccc([N+](=O)[O-])c1
  -10.0&-19.6	7.3	-2.0	1.7	19.2	13.0	-1.3	1.1	i	0.0
> C#CCOCCOCCOCCNc1nc(N2CCN(C(=O)[C@H](CCCCN)n3cc(CCC(=O)O)nn3)CC2)nc(N2CCN(C(=O)[C@H](Cc3ccc(O)cc3)n3cc(CCO)nn3)CC2)n1
  -17.5	10.0	·	-0.8	·	-3.1	·	·	i	-0.2
> O=C(NC1=NCCS1)c1cccc2ccccc12
  -3.0	3.6	3.7	6.4	12.4	4.0	0.6	5.0	i	·
> CC(C)NC(=S)Nc1cccc2cnccc12
  -7.7	-0.4	4.5	-1.9	-6.9	-9.7	3.0	-2.2	-0.4	2.4
> O=C(NNC(=S)Nc1ccc(C(=O)O)c(O)c1)c1ccncc1
  -6.4	17.3	·	-2.4	·	23.8	·	·	-7.1	-0.6

Only Vc quorum ag, Rv3671c inh and FBA Mtb inh (5 entries from above):
SMILES	Vc quorum ag	Rv3671c inh	FBA Mtb inh
O=C(c1ccc(S(=O)(=O)Nc2cccc(C(F)(F)F)c2)cc1)N1CCOCC1	i	3.7	-0.5
CCOC(=O)C1=C(O)C(=O)N(Cc2ccccc2)C1	-0.7	-6.7	-0.1
O=C(NNC(=S)Nc1ccc(C(=O)O)c(O)c1)c1ccncc1	-7.1	·	-2.4
CC(/C=N/NC(=O)c1cc(-c2cccs2)[nH]n1)=C\c1ccccc1	i	-49.1	-6.2
CCOc1cc(NC(=O)c2ccccc2C(=O)O)c(OCC)cc1NC(=O)c1ccccc1F	i	-14.2	-4.1

Continued:
Every second line gives: PriA SSB inh	MazEF act	SARS 3CLpro inh	FBA Mtb inh	VHR inh abs	GDH-TPI counter	UGM FP inh	Rv3671c inh	Vc quorum ag	Mtb BioA inh
> O=C(C=Cc1ccco1)c1ccc([N+](=O)[O-])cc1
  -17.3	11.1	·	-1.8	·	21.1	·	·	i	-2.5
> CN1/C(=C\C(=O)Nc2ccc(Cl)cc2)C(C)(C)c2ccccc21
  -5.7	8.6	5.9	-2.1	30.5	25.7	2.0	18.2	-0.2	·
> COCCn1c(=NC(=O)CSCC(=O)N2CCOCC2)sc2ccccc21
  -7.1&4.0	1.7	-4.9	0.6	10.1	8.2	-0.3	0.7	i	-1.4
> CC(=O)NC(CC(C)C)C(=O)NC(Cc1ccccc1)C(N)=O (configuration not stated)
  -12.8	1.3	2.2	·	13.4	·	·	·	i	0.7
> CC1Cn2c(COc3ccccc3)nnc2S1 (configuration not stated)
  -6.2	7.1	-0.2	0.4	30.5	5.0	0.6	7.1	1.8	-1.6
> O=C(CN1C(=O)C2CCCN2c2ncc(Cl)cc21)NCc1ccc2c(c1)OCO2 (configuration not stated)
  -1.7	3.7	4.4	4.5	-6.1	18.0	·	·	i	-1.1
> Cc1cc(C)n(-c2ccc(C(=O)Nc3ccc(S(=O)(=O)NCc4ccco4)cc3)cc2)n1
  -4.5	3.6	1.6	2.7	1.5	4.2	0.7	-13.2	i	0.9
> CCc1ccc(C(=O)OCC(=O)N2CCCCCC2)cc1
  -15.1	3.8	·	0.8	·	-2.1	1.4	-10.4	3.1	4.1
> COc1cccc(CNC(=O)[C@H](CC(C)C)NC(=O)N2CCn3c2nc2ccccc23)c1
  -1.0	4.9	1.8	-0.2	12.3	-8.3	0.2	-15.4	i	0.3
> Cc1ccccc1NC(=O)CN1C(=O)CSc2ccc(S(=O)(=O)N3CCCCC3)cc21
  -5.3	3.8	4.1	3.0	7.1	1.3	0.5	-5.0	-0.6	0.4
> CCC(=O)c1cn(CC(=O)OC)c2ccccc12
  -2.5	-0.2	5.5	-3.7	2.6	8.6	-0.3	-1.9	i	-1.6
> COc1ccc(C(CNC(=O)C(C)Oc2ccc(Br)cc2)N2CCCCC2)cc1 (configuration not stated)
  -5.2	0.6	·	-1.9	·	-3.5	1.7	-0.6	i	0.1
> COC(=O)CC1COc2ccccc2N1C(=O)c1ccc(Br)cc1 (configuration not stated)
  -6.1	2.0	1.4	-0.7	5.8	3.1	-1.4	2.6	-0.5	-0.8
> CC(=O)NC(CCS(C)(=O)=O)C(=O)Nc1cccc(C(C)=O)c1 (configuration not stated)
  -1.4	15.2	1.8	0.8	-5.1	-4.1	2.4	12.5	-5.9	-1.9
> Cc1cccc(CN2CCN(CC(=O)NCc3cccs3)C2=O)c1
  -12.8	-5.9	3.9	-0.1	20.1	-4.7	-1.6	-4.2	-0.1	·
> Cc1ccc(CC(=O)N2CCN(C)CC2)cc1
  -0.3	9.4	-2.6	-0.2	-0.7	-9.4	2.5	0.8	i	0.6
> CCc1nnc(NC(=O)c2nc3nc(C)cc(C)n3n2)s1
  -1.0	2.9	1.7	-5.5	22.9	9.7	4.5	0.0	i	0.3
> CC(C)C[C@@H](CNCC(=O)[C@H](CC(C)C)NC(=O)c1[nH]cnc1C(=O)N[C@@H](C)CN)NC(=O)c1nc[nH]c1C(=O)N[C@@H](C)C(=O)O
  6.6	7.1	·	0.5	·	-3.1	·	·	0.2	0.3
> COc1ccccc1C(CNC(=O)CNC(=O)c1ccc(Cl)c(Cl)c1)N1CCCC1 (configuration not stated)
  1.8	1.6	·	-0.5	·	-4.2	-2.4	0.6	-0.8	1.7
> CCCCn1c(N)c(N(CC(C)C)C(=O)C2CCN(C(=O)c3ccc(Cl)cc3)CC2)c(=O)[nH]c1=O
  -8.9	-3.1	·	6.2	·	7.9	1.0	-0.6	i	-1.4
> COc1ccc(-c2csc(NC(=O)Nc3ccccc3)n2)cc1
  -8.7	-9.8	4.2	-0.9	10.0	18.1	0.8	14.7	1.0	-2.4
> C/C(=N\NC(=S)Nc1ccc(C)cc1)c1cc2ccccc2o1
  ·	-3.3	6.5	1.8	-2.5	77.5*	0.4	0.3	0.4	-0.9
> Cc1cccc(OCCCC(=O)Nc2ccc3c(c2)OCO3)c1
  -7.6	4.0	-2.5	-1.8	18.8	10.8	0.9	-3.9	0.9	·
> Cc1nnc(SCC(=O)Nc2cc(S(C)(=O)=O)ccc2Cl)n1Cc1ccccc1
  -2.7	5.3	-1.8	-1.0	47.4	2.3	3.9	7.3	-0.4	0.0
> O=C(/C=C/c1ccccc1Cl)Nc1cccc(S(=O)(=O)NC2=NCCCCC2)c1
  -5.3	-12.3	6.1	-0.6	-0.9	0.0	-1.0	-43.2	0.0	·
> COC(=O)c1[nH]c2ccccc2c1NC(=O)CN1CC(C)OC(C)C1 (configuration not stated)
  -9.0	-2.9	1.1	3.9	6.2	14.4	0.6	2.1	0.6	-0.4
> O=C(NNc1cc(N2CCOCC2)nc(N2CCOCC2)n1)c1ccc(Cl)c(Cl)c1
  -1.0	-6.5	2.2	0.3	-1.7	4.1	-3.4	-7.9	0.0	·
> CC(C)Oc1ccccc1C1CC(=O)Nc2cc3c(cc21)OCCO3 (configuration not stated)
  17.9	-5.1	7.6	0.7	25.4	14.4	-0.7	-0.3	-0.3	2.1
> COc1ccc(NC(=O)CCN2C(=O)C3CC=CCC3C2=O)cc1S(=O)(=O)N1CCCCC1 (configuration not stated)
  -5.2	4.8	·	-0.7	·	3.5	·	·	1.0	-1.8

A portion of the library. The share of hits here may be higher or lower than overall.
